STAT1 activator = STAT1 signaling activation | NIH 3T3 STAT1-luciferase reporter, IFN-gamma, luminescence; 100% = IFN-gamma alone, no compound | activation (% of control), % at 5.5 µM | 200,000 compounds, 2.6% hits | AID 932;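 active = activation above the screen-wide mean activation plus 3 SD, cut at about 130% in these data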;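 also: raw ratio to IFN-gamma control signal so 100% means no change and 0% no light; values of inactives mirror those of a sister screen read the other way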
NF-kB neuron act = compounds increasing NF-kB expression in human neuronal cells. fold change at 12.5 µM. 190,000 compounds, 1.6% hits. NF-kB reporter expression; hits give high values; in the data active = fold change above about 3.3
STAT3 inh = inhibitors of IL-6 induced STAT3 signaling; U3A cells, IL-6 STAT3-luciferase reporter, luminescence; host cell line lacks STAT1; inhibition, % at 5.5 µM; 190,000 compounds, 0.89% hits; AID 862;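 active = inhibition above the mean inhibition across all screened compounds plus 3 SD, cut at about 44% in these data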;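 also: 0% = DMSO only wells and 100% = 100 µM nifuroxazide control wells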
ROMK mod = modulates human ROMK potassium channel activity. AID 1918. B-score at 10 µM. P48048. 130,000 compounds, 2% hits. Tet-inducible ROMK, thallium flux fluorescence; actives lie on both sides;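 active = signal ratio slope over the read window, or its plate-corrected B-score, at least 3 SD from the plate mean, either direction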;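 also: B-score of the F/F0 ratio slope over 7 to 12 s after thallium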
Target sequence (P48048 whole entry, looked up): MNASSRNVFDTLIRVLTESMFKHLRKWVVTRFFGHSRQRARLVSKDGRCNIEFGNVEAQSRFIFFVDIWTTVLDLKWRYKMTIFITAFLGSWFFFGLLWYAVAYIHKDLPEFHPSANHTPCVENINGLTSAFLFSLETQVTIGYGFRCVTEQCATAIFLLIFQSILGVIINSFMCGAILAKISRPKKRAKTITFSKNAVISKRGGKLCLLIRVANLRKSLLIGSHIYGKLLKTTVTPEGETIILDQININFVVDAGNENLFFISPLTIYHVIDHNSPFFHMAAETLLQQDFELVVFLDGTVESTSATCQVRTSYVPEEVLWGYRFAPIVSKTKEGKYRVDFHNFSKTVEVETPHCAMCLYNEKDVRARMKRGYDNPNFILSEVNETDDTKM
STAT3 activator = increases IL-6 driven STAT3 reporter signal; U3A cells, IL-6 STAT3-luciferase reporter, luminescence; 100% = signal with IL-6 EC80 alone; activation (% of control), % at 5.6 µM; 190,000 compounds, 0.91% hits; AID 871;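 active = activation above the screen-wide mean of compound activation plus 3 SD, cut at about 130% in these data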;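 also: 0% = background luminescence of wells with medium and substrate only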
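Material: STAT3-luciferase reporter U3A cells; Probe or stimulus: IL-6 (33 ng/mL); Incubation: compound pre-incubation 1 h before IL-6, then 6 h stimulation at 37 °C; Technique: luminescence from STAT3-driven luciferase reporter; Evaluation: % activation versus median of IL-6-stimulated wells; Controls: IL-6-only high control.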
APP transl inh = APP translation inhibition | inhibition, % at 2 µM | 190,000 compounds, 0.82% hits | AID 1285 | SH-SY5Y APP 5'UTR-luciferase reporter, luminescence;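 active = inhibition above a set limit, derived from the sample mean plus 3 SD, cut at about 45% in these data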; also: values of inactives mirror those of a sister screen read the other way
APP 5'UTR act = APP 5'UTR luciferase reporter activation; SH-SY5Y APP 5'UTR luciferase reporter, luminescence; zero percent = DMSO vehicle wells; activation, % at 2 µM; 190,000 compounds, 1% hits; AID 1276;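 active = activation above a set limit, based on mean plus 3 SD of controls, cut at about 140% in these data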; also: values of inactives mirror those of a sister screen read the other way
STAT1 inh = reduces IFN-gamma driven STAT1 reporter signal. NIH 3T3 STAT1-luciferase reporter, luminescence. AID 920. inhibition, % at 5.5 µM. 200,000 compounds, 0.35% hits;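 active = inhibition above a set limit, the mean inhibition across all tested compounds plus 3 SD, cut at about 34% in these data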;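 also: 0% = IFN-gamma with DMSO and 100% = IFN-gamma with 300 µM nifuroxazide; values of inactives mirror those of a sister screen read the other way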
FLuc inh counter = Photinus pyralis luciferase inhibition counter-screen | inhibition, % at 10 µM | 200,000 compounds, 1.5% hits | ATPLite firefly luciferase biochemical luminescence, 10 min | P08659;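 active = inhibition above about 50% when tested at 10 µM, limit read from the data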
Target sequence (P08659 whole entry, looked up): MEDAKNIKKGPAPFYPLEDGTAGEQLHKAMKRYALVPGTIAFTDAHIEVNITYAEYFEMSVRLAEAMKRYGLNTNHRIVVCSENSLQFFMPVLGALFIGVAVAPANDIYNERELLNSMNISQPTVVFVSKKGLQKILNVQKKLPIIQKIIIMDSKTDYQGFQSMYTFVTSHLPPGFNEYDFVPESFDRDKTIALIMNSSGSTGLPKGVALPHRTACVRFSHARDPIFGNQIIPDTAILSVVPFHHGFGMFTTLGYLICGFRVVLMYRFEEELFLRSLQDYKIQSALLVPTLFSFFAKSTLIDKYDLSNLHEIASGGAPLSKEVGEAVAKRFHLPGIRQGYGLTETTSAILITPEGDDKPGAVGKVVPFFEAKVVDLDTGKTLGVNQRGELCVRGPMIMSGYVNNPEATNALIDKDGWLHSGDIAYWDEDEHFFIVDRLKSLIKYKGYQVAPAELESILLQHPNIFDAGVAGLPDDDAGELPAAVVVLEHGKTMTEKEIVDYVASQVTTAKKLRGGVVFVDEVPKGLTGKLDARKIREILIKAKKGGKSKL
FLuc act counter = affects firefly luciferase, flagging false hits in luciferase stimulation screens; P08659; ATPlite luciferase biochemical, luminescence, 10 min; 0 = ATP-free wells, 1 = DMSO control; activation factor at 10 µM; 200,000 tested, under 10 active; AID 1027;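 active = luciferase activation factor, scaled between plate controls, of at least 2 with compound at 10 µM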
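Assay system: Luciferase/luciferin detection reagent, cell-free biochemical luciferase assay / Also added: ATP substrate / Schedule: 10 min at ambient temperature / Measured by: luminescence measurement of luciferase light output / Benchmarks: low control with PBS replacing ATP, high control enzyme plus ATP without compound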
* hit, by the source's call; x = not tested or not shown.

SMILES	STAT1 activator	NF-kB neuron act	STAT3 inh	ROMK mod	STAT3 activator	APP transl inh	APP 5'UTR act	STAT1 inh	FLuc inh counter	FLuc act counter
Cn1c(=O)c2cc(S(=O)(=O)N3CCC(c4ccccc4)CC3)ccc2n(C)c1=O	100	1.6	10	0.0047	95	-2	2	0	1	1
CCN(CC)CCNC(=O)C(=O)NCC1OCCN1S(=O)(=O)c1ccc([N+](=O)[O-])cc1 (configuration not stated)	94	1.1	1	0.48	97	5	-5	9	-6	1.1
COc1ccccc1C1/C(=C(/O)c2ccc(C)cc2)C(=O)C(=O)N1Cc1ccco1 (configuration not stated)	98	0.98	-7	-2.6	109	-16	16	3	1	1
CCOC(=O)c1[nH]nc(N)c1NC(=O)c1ccc(Cl)cc1Cl	103	1.3	14	x	90	-15	15	-3	-6	1.1
Cc1nnc(SCc2ccccc2)n1CC1CCCO1 (configuration not stated)	98	1	4	x	104	-10	10	2	-2	1
Nc1nnc(SCC(=O)c2cccc([N+](=O)[O-])c2)s1	94	1.3	-3	x	106	-11	11	5	-4	1
Cc1ccc(OCc2nnc(SC(C)C(=O)O)n2Cc2ccccc2)cc1 (configuration not stated)	97	0.92	-2	-0.5	106	12	-12	2	2	1
O=C(CCS(=O)(=O)c1ccc(Br)cc1)N1CCN(c2ccccc2Cl)CC1	95	1	9	x	98	19	-19	5	-8	1.1
Cn1cccc1Cc1nnc(SCC(N)=O)n1CCc1ccccc1	89	0.98	2	x	98	0	0	13	-7	1.1
COc1ccc(-c2cc3c(nn2)-c2ccccc2C3=O)cc1	42	1.6	92*	0.45	25	-45	45	62*	94*	0.1
CCNc1nc(C)nc2c1oc1ccccc12	107	0.93	2	-0.12	102	-13	13	-8	-6	1.1
Cc1ccc(NC(=S)N(CCN(C)C)Cc2cccs2)c(C)c1	97	1.1	10	-0.15	98	9	-9	3	-5	1
Cc1sc(C(=O)Nc2ccc3ccccc3c2)cc1CC(=O)O	121	1.6	6	0.6	105	6	-6	-25	29	0.7
CCOC(=O)c1sc2ncnc(NCC(c3cccs3)N(C)C)c2c1C (configuration not stated)	103	0.59	-31	x	131	-5	5	-3	-3	1
O=C1CC(N2CCN(Cc3ccc4c(c3)OCO4)CC2)C(=O)N1c1cccc(Cl)c1 (configuration not stated)	101	1.2	2	-1.4	98	16	-16	-1	-4	1
COc1ccc(NC(=S)NC(C)Cc2cccs2)cc1 (configuration not stated)	101	0.99	6	0.77	97	-21	21	-2	4	1
Cc1c(C(=O)N2CCCC2)sc(NC(=O)c2ccccc2)c1C#N	83	0.96	17	x	89	6	-6	18	-1	1
CCOc1ccccc1NC(=O)CSc1nnc2ccc(-c3cccnc3)nn12	93	1	9	-0.47	96	-27	27	8	-4	1
O=C(NCCOC(=O)C1COc2ccccc2O1)c1cccnc1 (configuration not stated)	104	1.1	2	x	103	-14	14	-5	-7	1.1
Cc1ccc(S(=O)(=O)N2CC(=NO)C2)cc1	94	0.96	7	x	99	-10	10	7	-3	1
Cc1ccccc1C1CCCN(Cc2nc(C3CC3)no2)C1 (configuration not stated)	98	x	4	0.55	101	-5	5	1	-2	1
CCCNc1ccc(S(=O)(=O)N(CC)CC)cn1	101	1	-2	0.73	100	-9	9	-2	5	0.9
Cn1nc(C(=O)OCc2ccc(Br)cc2F)c2ccccc2c1=O	78	1.1	41	-0.44	69	-4	4	23	-6	1.1
Cc1nc(C)n(CC(=O)N2CCCC(C(=O)c3cccc4ccccc34)C2)n1 (configuration not stated)	100	x	8	x	97	4	-4	-1	-3	1
CCC(=O)NC(NC(=S)Nc1ccccc1Br)C(Cl)(Cl)Cl (configuration not stated)	100	0.97	-6	-0.4	110	-8	8	-1	-3	1
SMILES	STAT1 activator	NF-kB neuron act	STAT3 inh	ROMK mod	STAT3 activator	APP transl inh	APP 5'UTR act	STAT1 inh	FLuc inh counter	FLuc act counter
O=C1CCCc2oc3ccc(O)cc3c21	92	1.1	19	x	86	-1	1	9	-1	1
S=C(NNc1ccc2ccccc2c1)NC1CCCCC1	90	0.94	-33	x	130	-13	13	11	13	0.9
CCCCC(CC(C)O)c1n[nH]c(=S)n1-c1ccccc1 (configuration not stated)	106	1.1	9	x	92	7	-7	-7	0	1
COc1ccc(CNC(=O)Cc2ccc(OC)c(S(=O)(=O)N3CCOCC3)c2)cc1	97	1	13	0.068	96	-4	4	3	-2	1
COc1ccc(Cc2nnc(NC(=O)c3cccs3)s2)cc1	100	1.3	16	x	92	-22	22	2	0	1
COCCn1c(SCC(=O)c2c(N)n(C)c(=O)n(C)c2=O)nc2ccccc21	97	1.3	0	1.5	107	-1	1	3	-1	1
CC(CC(=O)O)CC(=O)Nc1ccc(S(N)(=O)=O)cc1 (configuration not stated)	100	1.2	-4	x	106	14	-14	0	3	1
O=C(Nc1ccc(Cl)cc1F)c1cc(S(=O)(=O)N2CCCCC2)ccc1F	95	1.4	2	-0.14	101	-13	13	6	-2	1
CCC12CC3CC(C1)CC(C(=O)O)(C3)C2	97	1.2	9	x	94	-6	6	3	-2	1
Cc1ccc(S(=O)(=O)Cn2nnnc2C(CC(C)C)N2CCN(c3ccccc3)CC2)cc1 (configuration not stated)	104	0.86	-5	x	105	11	-11	-5	-8	1.1
CCc1ccc2nc(SCC(=O)N3CC(=O)Nc4ccccc43)c(C#N)cc2c1	107	1.2	12	0.54	93	94*	-94	-8	1	1
COc1ccc(Oc2nccc(-c3ccc(F)cc3)c2C#N)cc1	119	1.1	4	x	98	-3	3	-21	-8	1.1
COc1cc(/C=C/C(=O)OCC(=O)Nc2ccccc2Cl)cc(OC)c1OC	107	0.98	8	0.041	100	-8	8	-9	-4	1
Cc1ccccc1C(=O)Nn1c(C)ccc1C	101	1.2	1	x	102	3	-3	-3	-7	1.1
Cc1cc(C)nc(NS(=O)(=O)c2ccc(NC(=S)NC(=O)C3CCCC3)cc2)n1	101	1	1	0.14	105	11	-11	-2	-2	1
Cc1ccc(NC(=O)COC(=O)Cn2cnc3ccccc32)cc1S(=O)(=O)N(C)C	97	1.1	0	0.45	101	4	-4	3	-4	1
CCCCn1c(=O)n(C)c(=O)c2c3c(sc21)COC(C)(C)C3	104	0.99	12	-0.31	95	0	0	-4	-7	1.1
c1ccc(-n2nnnc2Cc2nnnn2-c2ccccc2)cc1	97	1.1	8	0.56	96	4	-4	3	-5	1
O=C(CCCSc1nc2ccccc2[nH]1)N1CCN(c2ccccc2)CC1	99	1.2	5	0.36	101	-10	10	1	2	1
CCC(CO)n1c(=S)[nH]c2cc(OC)c(OC)cc2c1=O (configuration not stated)	99	0.97	4	x	98	4	-4	0	-3	1
Cc1ccc(NC(=O)c2nc(C)n(-c3ccc([N+](=O)[O-])cc3)n2)cc1	103	0.96	17	x	92	-3	3	0	-4	1
CN(CC(=O)Nc1ccncc1)S(=O)(=O)c1ccc(Cl)cc1	99	0.86	18	x	89	21	-21	3	-8	1.1
Cc1ccc(C)n1-c1ccc(C(=O)N2CCOCC2)cc1	113	0.99	-10	-0.28	111	17	-17	-13	-5	1.1
Cc1ccc(NC(=O)CN2CCN(CCN=CC3=C(O)CC(c4ccccc4)CC3=O)CC2)cc1 (configuration not stated)	104	1	-6	-0.065	106	14	-14	-4	-7	1.1
CC1CCN(Cc2nnnn2-c2cccc([N+](=O)[O-])c2)CC1	88	0.92	-3	x	99	2	-2	14	-4	1
SMILES	STAT1 activator	NF-kB neuron act	STAT3 inh	ROMK mod	STAT3 activator	APP transl inh	APP 5'UTR act	STAT1 inh	FLuc inh counter	FLuc act counter
Cc1cccc(CN2C(=O)N/C(=C/c3ccc(C)s3)C2=O)c1	109	1.2	8	x	100	28	-28	-9	-6	1.1
CC(C)(C)NC(=O)C(=O)NN=C1CCCCCCC1	99	x	-4	x	108	-3	3	-1	-3	1
Cc1ccc(C2OC3=C(C(=O)CC(C)(C)C3)C(N)=C2C#N)o1 (configuration not stated)	101	1.2	18	-0.025	94	9	-9	-2	-7	1.1
CCc1ccc(NC(=O)C(=O)NCc2ccccn2)cc1	132*	2.1	10	x	94	-10	10	-38	10	0.9
N#CC(C#N)=Cc1ccc(-c2ccc(S(=O)(=O)N=C(N)N)cc2)o1	91	0.89	22	x	83	12	-12	9	-5	1
CCN(Cc1ccccc1)C(c1cc2cc(C)cc(C)c2[nH]c1=O)c1nnnn1CCOC (configuration not stated)	98	1.1	3	x	105	-16	16	2	-6	1.1
CSc1nc2n(n1)C(c1ccccn1)C1=C(CC(C)(C)CC1=O)N2 (configuration not stated)	100	1.5	0	x	103	2	-2	0	-2	1
CCOC(=O)N1CCC(NC(=O)CSc2cc(=O)n(CC)c3ccccc23)CC1	84	1.4	14	x	96	-10	10	18	-5	1.1
Cc1csc(NC(=O)c2ccc(S(=O)(=O)N(C)c3ccccc3)cc2)n1	112	1.4	8	x	97	-1	1	-13	3	1
O=c1c2ccccc2c(-c2ccc(O)cc2)nn1-c1cccc(C(F)(F)F)c1	100	0.63	-4	x	99	16	-16	0	-4	1
CCc1ccc2c(c1)C(=O)c1ccccc1C2=O	120	3.5*	-48	0.11	142*	-99	99	-22	36	0.6
CC(C)Oc1ccc(CNC2CCOC(C)(C)C2)cc1 (configuration not stated)	106	0.92	6	x	99	7	-7	-6	0	1
CCOc1cc(C2C(C(=O)OC)=C(C)N=C3SC(C)C(=O)N32)ccc1OC(C)=O (configuration not stated)	101	1.1	3	x	100	-12	11	-1	-11	1.1
CCc1ccc(/C=C/C(=O)c2cc(Br)ccc(=O)c2O)cc1	98	1.2	-60	1.5	150*	-5	5	2	5	0.9
Cc1cccc(CSc2nnc(-c3ccccn3)n2N)c1	99	1.1	22	-0.21	88	-20	20	1	-4	1
COc1ccc(C2CC(=O)N(CC(=O)NCC3CCCO3)c3ccccc3S2)cc1 (configuration not stated)	101	1.7	-2	x	103	-24	24	-2	-2	1
CCCNC(=O)Nc1cc(OCC)c(N2CCOCC2)cc1OCC	97	1.1	5	x	102	-9	9	4	2	1
CCc1cccc(C)c1NC(=O)CSc1nc2ccccc2n1CC(=O)N(C)C	100	1	9	x	98	-16	16	2	-18	1.2

Screening data as filed in PubChem.
